# FXIa inh mix: factor XIa (human) inhibition, mixture screen; P03951; purified FXIa, fluorogenic substrate, pooled mixtures; inhibition, % at 5 µM; 62,000 compounds, 0.19% hits; AID 680;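 note: each value is inhibition by a whole ten-compound pool holding the compound; 0% = enzyme with no mixture and 100% = wells lacking enzyme; strong numbers were not always called active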
# Target sequence (P03951 19-387 limits assumed): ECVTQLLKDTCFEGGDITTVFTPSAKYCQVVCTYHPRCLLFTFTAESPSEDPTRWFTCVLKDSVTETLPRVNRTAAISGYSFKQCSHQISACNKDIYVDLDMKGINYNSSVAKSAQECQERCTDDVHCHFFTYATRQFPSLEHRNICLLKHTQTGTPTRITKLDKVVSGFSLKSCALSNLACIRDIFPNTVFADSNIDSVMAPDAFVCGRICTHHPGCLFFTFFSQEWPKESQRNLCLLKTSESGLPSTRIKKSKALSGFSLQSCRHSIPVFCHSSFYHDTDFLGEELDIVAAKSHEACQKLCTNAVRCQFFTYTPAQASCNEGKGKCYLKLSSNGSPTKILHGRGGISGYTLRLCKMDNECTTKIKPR
# Target sequence (P03951 388-625 limits assumed): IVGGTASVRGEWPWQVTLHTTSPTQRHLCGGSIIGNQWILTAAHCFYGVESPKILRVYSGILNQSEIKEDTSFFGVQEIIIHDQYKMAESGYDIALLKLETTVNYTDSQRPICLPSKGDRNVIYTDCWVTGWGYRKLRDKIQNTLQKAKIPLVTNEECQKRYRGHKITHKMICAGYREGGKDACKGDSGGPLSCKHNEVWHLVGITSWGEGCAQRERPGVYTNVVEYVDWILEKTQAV
# C1s inh: human complement C1s inhibition; 62,000 compounds, 0.16% hits; purified C1s, fluorogenic AMC substrate, pooled mixtures; mean inhibition % of two 10-compound mixtures (active compounds read high), % at 5 µM (by protocol); AID 538; P09871;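 active = inhibition above 20% in each of the two 10-compound mixture wells holding the compound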;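 note: 0% = enzyme wells lacking compound mixture and 100% = no-enzyme blank wells; some compounds called inactive have numbers as strong as hits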
# CatB mixtures: inhibitors of human cathepsin B in compound mixtures. P07858. Purified cathepsin B, AMC dipeptide fluorescence. inhibition, %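 (ten-compound pools at 5 µM per compound and 50 µM total)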. 62,000 compounds, 0.06% hits. AID 488; in the data active = inhibition above about 22%, passing the limit was not always enough; inconclusive = no clear call, values can overlap the other calls;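 note: 0% = enzyme without compound and 100% = no enzyme blank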
# CatS block: blocks human cathepsin S protease activity. recombinant cathepsin S, AMC dipeptide fluorescence, pooled mixtures. inhibition, %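 (tested at 5 µM per compound within 10-compound mixtures)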. 62,000 compounds, 0.06% hits. AID 501; in the data active = inhibition above about 32%, passing the limit was not always enough; inconclusive = no clear call, values can overlap the other calls;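 note: 0% = enzyme without compound and 100% = blank without enzyme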
# Target sequence (P25774 115-331 limits assumed): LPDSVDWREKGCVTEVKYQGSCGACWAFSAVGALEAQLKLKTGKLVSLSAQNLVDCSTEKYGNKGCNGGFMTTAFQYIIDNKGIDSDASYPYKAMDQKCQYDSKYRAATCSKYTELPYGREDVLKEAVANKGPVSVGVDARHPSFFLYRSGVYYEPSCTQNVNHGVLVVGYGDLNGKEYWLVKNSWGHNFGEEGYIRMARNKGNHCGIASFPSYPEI
# CatB inh: inhibitors of human cathepsin B; P07858; purified cathepsin B, fluorogenic substrate, fluorescence; inhibition, %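 (tested at 10 µM)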; 63,000 compounds, 0.1% hits; AID 453; in the data active = inhibition above about 21%;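 note: 0% = enzyme with no compound and 100% = no enzyme blank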
# FXIIa inh mix: factor XIIa (human) inhibition, mixture screen. P00748. 62,000 compounds, 0.2% hits. purified FXIIa, fluorogenic substrate, pooled mixtures. inhibition, % at 5 µM;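 note: 0% = enzyme without compound and 100% = no enzyme blank; some results filed as inactive read as strong as hits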
# AP ELISA ortho: alternative pathway complement inhibition, orthogonal assay; Human serum alternative complement pathway, LPS-coated ELISA, C3 deposition; tested in compound mixtures; 62,000 compounds, 0.08% hits; inhibition, % at 5 µM; AID 1235;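 active = inhibition above 30% in each of the two pooled mixtures holding the compound, so the lower value exceeds 30%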;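 note: 0% = serum in Mg-EGTA without compound and 100% = EDTA serum blank; some compounds past the cut are filed as inactive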
#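 Test system – human serum alternative complement pathway, C3 deposition on LPS-coated wells · Buffer or medium – diluted human serum in Mg2+-EGTA GVB++ · Compound dosing – 5 µM each compound, pools of ten, 50 µM per pool · Schedule – 1 h serum-compound exposure at 37 °C · Measured by – Anti-C3 ELISA, OD 450 nm · Read-out basis – percent inhibition of C3 deposition onto LPS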
# CatG inh: blocks human cathepsin G enzyme activity; P08311; AID 581; purified enzyme, AMC-tetrapeptide fluorescence, pooled mixtures; inhibition, % at 5 µM (by protocol); 62,000 compounds, 0.2% hits;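 active = inhibition above 20% in each of the two mixture wells holding the compound; inactive = inhibition of 20% or less in either well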;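 note: 0% = enzyme control without mixture and 100% = blank lacking enzyme; strong numbers were not always called active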
# Target sequence (P08311 21-244 limits assumed): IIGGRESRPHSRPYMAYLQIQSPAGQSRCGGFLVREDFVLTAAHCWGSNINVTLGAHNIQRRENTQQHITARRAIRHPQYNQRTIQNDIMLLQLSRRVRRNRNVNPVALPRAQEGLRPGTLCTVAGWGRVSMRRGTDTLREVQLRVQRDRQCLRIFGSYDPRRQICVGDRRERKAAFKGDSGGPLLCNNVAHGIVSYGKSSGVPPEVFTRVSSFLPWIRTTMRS
# CatL block: blocks human cathepsin L protease activity. inhibition, %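 (tested at 10 µM)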. purified cathepsin L, fluorogenic substrate, fluorescence. 58,000 compounds, 0.17% hits; in the data active = inhibition above about 45%;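 note: 0% = enzyme with no compound and 100% = no enzyme blank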
# * marks the source's active call; other numbers are inactive results; ? = inconclusive; nt = not tested or not shown. Cut-off read from the data, not from the text of the source, unless noted: active = inhibition above about 20% (passing the limit was not always enough); inactive = the rest. Only part of the results is shown; count on the stated rates, not on these rows.
SMILES,FXIa inh mix,C1s inh,CatB mixtures,CatS block,CatB inh,FXIIa inh mix,AP ELISA ortho,CatG inh,CatL block
O=C(CCc1nc(-c2ccccc2F)no1)NCCN1CCc2ccccc2C1,10,10,1,-10,0,7,7,8,5
COc1cccc(C(=O)N(CN2CCCC2=O)c2cccc(Cl)c2)c1,9,7,0,-11,-1,9,9,3,-8
O=C(C1CC1)N1CCc2cc(S(=O)(=O)N3CCCc4ccccc43)ccc21,3,8,-4,-3,3,4,5,10,19
CCC(=O)Nc1ccc(Oc2ccc3c(c2)C(=O)NC3=O)cc1,1,10,3,14,2,4,-10,10,17
COCCn1c(-c2ccc(OC)cc2)cnc1SCC(=O)Nc1cc(C)on1,10,-7,-2,21,-3,-15,8,4,-4
CN(C)c1nc(Oc2ccc(=O)n(C)n2)nc(N2CCOCC2)n1,4,-7,-4,-6,-3,6,21,-1,-4
CCn1c(COc2ccccc2C)nnc1SCC(=O)Nc1ccc2c(c1)OCCO2,5,9,1,10,-2,1,6,10,15
Cc1cc(NCCCN2CCOCC2)n2c(nc3ccccc32)c1C#N,-2,-65,-9,1,-4,1,24,3,-58
COc1cccc(/C(O)=C2/C(=O)C(=O)N(CCN3CCOCC3)C2c2cccs2)c1 (centres undefined),12,2,1,-4,2,4,11,-3,-7
COc1ccccc1N1CCN(C(=O)C2CC=CCC2C(=O)O)CC1 (centres undefined),3,-3,5,-2,-2,0,6,2,-5
O=c1oc2ccccc2c(O)c1CN1CCCCC1,8,6,5,18,-2,9,4,9,-1
Cc1ccc2c(c1)NCC(C(=O)NC1CCC(C)CC1)O2 (centres undefined),2,-7,4,0,0,-14,22,5,nt
O=C(O)Cn1nnc(-c2cccs2)n1,1,-7,2,-3,-2,1,8,7,3
CCCCn1c(SCC(=O)O)nc2ccccc21,3,17,4,-2,6,-20,7,13,19
COc1ccc2[nH]c(C(=O)O)c(NS(=O)(=O)c3ccc(Cl)s3)c2c1,7,1,5,2,-3,1,16,-1,0
COc1ccccc1NC(=O)Cn1cnc2c(cnn2-c2ccc(C)c(C)c2)c1=O,7,-3,-2,14,1,5,13,-1,14
CCCCOC(=O)C1CCCC(C(=O)OCCCC)N1 (centres undefined),3,15,-7,8,8,8,-4,10,3
CCCCCn1c(=O)[nH]c2cc(C(=O)NCCCN3CCCCC3)ccc2c1=O,-1,5,-8,?,2,2,0,10,1
COc1cc(CN(C)CC(=O)c2[nH]c(C)c(C(C)=O)c2C)ccc1OC(F)F,-5,-8,1,12,2,-15,1,-2,2
CCOC(=O)c1nc(N2CCN(C(=O)OCC)CC2)c2c3c(sc2n1)CCCC3,3,-13,2,-3,0,1,13,6,-8
CC1CN(C(=O)c2cc3c(=O)n4ccccc4nc3s2)CC(C)O1 (centres undefined),12,-51,5,1,-3,2,8,2,-97
CC1N=C2c3ccccc3N=C(SCc3cc(=O)n4ccccc4n3)N2C1=O (centres undefined),7,2,7,11,-2,-18,21,-1,nt
CS(=O)(=O)Nc1ccccc1C(=O)N1CCCC1,13,-8,3,4,6,-18,-1,-1,1
O=C1c2ccccc2C(O)(c2ncc[nH]2)N1C1CCCCC1 (centres undefined),1,-5,1,-13,-4,-1,20,-2,-9
COc1cc2c(cc1OC)-c1cc(NC3CCCCC3)nc(=O)n1CC2,7,7,0,-1,2,5,-14,9,-33
Nc1nnc(SCc2ccccc2F)n1-c1ccccc1,1,-20,6,-1,-6,6,11,1,8
CC(C)CCNC(=O)NC(=O)CSc1nnc(-c2ccccc2Br)o1,3,5,1,-10,3,-27,7,4,-2
COc1ccc(CN(C(=O)c2ccco2)c2ccc(C)cc2)cc1OC,-3,0,-3,40,1,-2,3,10,33
CCc1ccc(C(=O)CSc2n[nH]c(C)n2)cc1,3,2,0,9,-2,0,-6,-4,11
COc1ccc(N2CCN(C3CC(=O)N(c4ccc5c(c4)OCCO5)C3=O)CC2)cc1 (centres undefined),3,-7,5,0,-2,2,12,0,2
CN1CCc2c(sc(NC(=O)c3ccc(S(=O)(=O)N4CCOCC4)cc3)c2C(N)=O)C1,2,7,0,8,6,1,12,8,13
Cc1ccc(Nc2nc3nonc3[nH]c2=O)cc1C,3,-6,-3,25,-3,7,9,4,-1
O=C(CCN1CCc2ccccc2C1)Nc1cccc(F)c1,-8,-39,-9,37,1,10,-2,-13,21
CC1CN(c2nc3c(c(=O)n(Cc4ccc(Cl)c(Cl)c4)c(=O)n3C)n2C)CC(C)O1 (centres undefined),5,10,4,18,1,4,6,11,0
Cc1nc2ncnn2c(C)c1CCC(=O)NCCC1=CCCCC1,6,9,1,-6,2,6,14,38,4
O=C(CN1C2=NCCN2c2ccccc21)N1CCOCC1,5,-9,2,-3,-1,4,0,3,-14
O=C(Nc1ccccn1)[C@@H]1CCC(=O)N1C(=O)OCc1ccccc1,5,13,3,-4,4,-16,5,12,-9
CCN(c1ccc2c(c1)OCO2)S(=O)(=O)c1cc(Br)cc2c1N(C(=O)C1CC1)CC2,9,4,17,19,-1,8,-1,2,10
O=C(CSc1nc(-c2ccccc2Cl)ns1)NCc1ccco1,9,2,0,0,5,4,8,3,9
FC(F)(F)c1cnc2c(c1)Nc1ccccc1S2,8,-1,1,10,1,16,-5,3,9
CCn1c(SCC(=O)NCc2cccs2)nnc1-c1cccs1,0,-11,1,-1,2,4,-8,-12,2
CCc1ccc(NC(=O)N(CCCOC(C)C)C2CCN(C(C)=O)CC2)cc1,5,-4,-3,-3,-4,-12,17,-3,-10
CC(C)Nc1nc(NC(C)C)nc(N(C)C#N)n1,0,1,-2,2,-3,13,-6,3,14
O=C(c1cccnc1)N1CCc2ccccc2C1,7,17,6,19,6,10,2,22,13
CN(C(=O)c1cc2n(n1)C(C(F)(F)F)CC(c1ccco1)N2)c1ccccc1 (centres undefined),-12,-82,-11,-15,2,9,7,-7,nt
COC(=O)COc1nc(C)c(Br)c(OC)n1,7,4,7,6,2,13,14,8,3
c1csc(C2C3=C(Nc4ncnn42)c2ccccc2OC3)c1 (centres undefined),-3,-8,2,-4,4,4,11,8,nt
Cc1cc(Cl)ccc1NC(=O)CSc1nnc(-c2ccncc2)n1Cc1ccco1,7,-7,8,0,1,-23,11,-1,-7
Cn1c(=O)[nH]c(=O)c2c1nc(SCCN1CCOCC1)n2CCCc1ccccc1,-6,-4,4,2,2,-24,17,6,-2
Cc1ccc(N(CC(=O)Nc2ccc(F)c(Cl)c2)S(=O)(=O)c2c(C)noc2C)cc1,2,10,2,1,1,3,11,10,17
# Additional results:
SMILES,FXIa inh mix,C1s inh,CatB mixtures,CatS block,CatB inh,FXIIa inh mix,AP ELISA ortho,CatG inh,CatL block
CC1=Nn2c(nnc2-c2ccccc2Cl)SC1,0,-5,6,11,7,2,-2,-7,-7
Clc1ccc2c(c1)C(N1CCNCC1)=Nc1ccccc1O2,6,3,4,3,0,-8,-20,-7,6
CCCCc1c(O)nc(N2CCN(Cc3ccccc3)CC2)[nH]c1=O,5,11,3,4,4,-18,7,-9,10
c1ccc(CCn2nnnc2C(c2cccs2)N2CCN(Cc3ccc4c(c3)OCO4)CC2)cc1 (centres undefined),8,2,3,4,-2,-2,12,1,16
O=C(O)c1ccccc1C(=O)NCc1cccnc1,-18,-80,-6,-46,1,-7,-5,-26,5
COC(=O)CSc1nnc(CNC(=O)Cc2ccccc2)n1C,26*,-4,1,2,1,9,5,3,21
CCOC(=O)N1CCN(C(=O)CN(c2cccc(C)c2)S(=O)(=O)c2ccc(C)cc2)CC1,7,58*,7,16,4,9,3,10,8
Cc1cccc(NCc2nc(SCC(N)=O)n[nH]2)c1,-4,-38,5,2,6,-17,-5,-7,-4
CC(NC(=O)c1cc2sccc2n1C)c1ccc2c(c1)OCCO2 (centres undefined),4,-4,3,-3,5,6,8,8,1
COc1ccc(C(=O)NC(C)c2nnc(SCC(=O)Nc3nc4ccccc4s3)n2C)cc1 (centres undefined),4,-52,-2,-6,-5,1,-4,-12,-1
O=C1N(CC(=O)N2CCc3ccccc32)CCN1Cc1ccccc1Cl,-3,-1,2,3,3,6,1,11,6
Cc1cc(NC(=O)CSc2nnnn2Cc2ccccc2)no1,-3,2,-4,10,2,8,-6,8,7
CCn1c(COc2ccc(OC)cc2)nnc1SCC(=O)Nc1cc(OC)ccc1OC,7,6,6,5,0,3,9,10,7
CCCCCCNc1cc2n(c(=O)n1)CCc1cc(OC)c(OC)cc1-2,4,-16,1,-4,-3,0,7,-3,-42
CON(C)c1nc(Oc2ccc(=O)[nH]n2)nc(N(C)C)n1,10,6,-2,2,-1,6,5,2,-2
CCOC(=O)N1CCN(S(=O)(=O)c2cc(OCC(N)=O)c(C)cc2Cl)CC1,3,12,2,0,0,-2,18,12,-5
COc1ccc(CNC(=O)COC(=O)c2c[nH]c(=O)[nH]c2=O)cc1OC,-7,-14,-1,-3,3,4,-13,-8,18
COc1ccc(N2CCN(S(=O)(=O)c3cccs3)CC2)cc1,0,-28,0,-2,5,-2,5,15,19
CCCSc1nnc(NC(=O)Nc2ccccc2)s1,5,-14,4,-6,2,4,11,6,-4
CC1=C(C)C(=O)N(CCC(=O)O)C1=O,-10,-14,0,7,nt,1,2,0,8
c1ccc(-n2ncc3c(NCc4cccs4)ncnc32)cc1,-17,-152,0,0,0,0,3,-25,2
CN(C)C(=O)CSc1nnc([C@H](Cc2c[nH]c3ccccc23)NC(=O)OC(C)(C)C)o1,3,4,6,2,-1,12,12,5,4
O=C(NCCCN1CCCC1=O)c1cccc(C(F)(F)F)c1,7,15,4,17,5,1,4,11,12
COc1ccccc1-n1c(CNC(=O)c2ccccc2)nnc1SCC(=O)Nc1nnc(C)s1,3,6,2,0,1,1,8,1,6
O=C(COc1cc(Cl)c(Cl)cc1Cl)Nn1cnnc1,-1,0,-5,-1,1,12,16,9,14
CCOc1c2c(nc3ccc(Cl)cc13)CCC2,7,2,-2,-10,3,-31,-1,-1,19
NC(=S)c1ccc(C(N)=S)o1,7,14,6,16,5,4,8,15,18
CCN1CCC(C(=O)NC2CCCC2)(N(Cc2cccs2)C(=O)Cn2nnc3ccccc32)CC1,8,-5,-2,12,2,6,-5,-1,-4
Cc1ccc2c(c1)cc(CN(Cc1ccc3c(c1)OCO3)C(=O)c1cnccn1)c1nnnn12,9,8,5,-10,1,9,16,7,7
Cc1cc(NC(=O)CCC(=O)N(c2ccccc2)C2(C(=O)NC3CCCCC3)CCCC2)no1,4,8,1,-2,-1,-17,9,7,13
O=C(CSc1cccc2cccnc12)N1CCCC1,-2,-45,4,6,-1,1,10,-5,-7
CC(C)(C)c1ccc(S(=O)(=O)NCCc2ccncc2)cc1,1,-1,1,4,-3,6,8,-2,-4
CC(C)(C)NC(=O)c1ccc2c(c1)N(CC(=O)N1CCN(c3ccccc3F)CC1)C(=O)C(C)(C)O2,0,-14,3,-3,2,9,20,5,-11
Cc1nc2ccc(-n3ccc(=O)cc3)cc2s1,4,-12,4,7,9,2,-5,-1,nt
Cc1nc2ccc(Cl)cc2nc(C)/c1=N\O,3,-12,10,14,8,0,13,-1,6
O=C(CS(=O)(=O)c1cn(Cc2cccc(F)c2)c2ccccc12)N1CCCCC1,10,-1,0,2,-5,-18,5,2,17
CS(=O)(=O)N(CC(=O)NCC1CCCO1)Cc1ccc(Cl)cc1 (centres undefined),5,13,7,15,11,13,0,11,6

# Assay outcomes: PubChem, PCMD
